Screens (PubChem)
Growth percent in the NCI-60 one-dose screen (48 h, 10 µM unless noted): 100 = growth as untreated, 0 = no growth, -100 = all killed.
OVCAR-8: OVCAR-8 ovarian cancer; 81,000 compounds, 4.4% hits; AID 1794782
OVCAR-3: OVCAR-3 ovarian cancer | 79,000 compounds, 7% hits
NCI-H460: NCI-H460 lung cancer. 82,000 compounds, 6.8% hits
NCI-H322M: NCI-H322M lung cancer | 80,000 compounds, 2.7% hits | AID 1794733
NCI-H226: NCI-H226 lung cancer | 79,000 compounds, 3.5% hits
OVCAR-5: OVCAR-5 ovarian cancer; 82,000 compounds, 2.9% hits; AID 1794783
NCI-H522: NCI-H522 lung cancer; 78,000 compounds, 8% hits
NCI-H23: NCI-H23 lung cancer. 80,000 compounds, 4% hits
NCI/ADR-RES: NCI/ADR-RES ovarian cells | 81,000 compounds, 4.4% hits | AID 1794790
Starred values were filed as active, the others as inactive; · = not tested or not shown; & = joins results of further samples. Rule for the calls: active = growth percent below 10; inactive = the rest.

The opening 11 compounds, ahead of the listing:
SMILES	OVCAR-8	OVCAR-3	NCI-H460	NCI-H322M	NCI-H226	OVCAR-5	NCI-H522	NCI-H23	NCI/ADR-RES
CCOC(=O)c1c(N)sc2cc(OC)ccc12	100	98	108	69	106	109	93	98	97
CCC(=O)c1c(O)cc(O)cc1O	96	123	106	99	95	·	102	103	103
CCOC(=O)/C(C#N)=C/c1ccc(C#N)cc1	100	97	105	105	111	109	91	101	101
CCC(N)CO (centres undefined)	103	105	112	109	101	108	87	96	103
N#Cc1c(N)nnn1Cc1cc(=O)oc2ccc3ccccc3c12	82	99	92	87	84	101	80	88	94
Cc1c2ccccc2nc(CSc2ccccc2N)[n+]1[O-]	97	119	101	96	91	102	94	93	103
Nc1ccccc1/C=C/C(=O)O	93	106	109	105	106	102	107	97	103
COc1cc(C2C(C(=O)Nc3ccccc3)=C(C)Nc3nc4ccccc4n32)cc(OC)c1OC (centres undefined)	109	116	110	101	92	112	80	100	102
Nc1ccccc1O	95	88	99	99	98	102	82	100	86
CN(C)c1ccc(C(=O)c2ccc([N+](=O)[O-])cc2)cc1	105	103	107	93	103	103	91	100	104
CN(C)Cc1c(OC(=O)c2ccc(N)cc2)ccc2ccccc12	95	107	110	115	106	107	112	102	95

This part in full, from the start:
SMILES	OVCAR-8	OVCAR-3	NCI-H460	NCI-H322M	NCI-H226	OVCAR-5	NCI-H522	NCI-H23	NCI/ADR-RES
CCOC(=O)c1c(N)sc2cc(OC)ccc12	100	98	108	69	106	109	93	98	97
CCC(=O)c1c(O)cc(O)cc1O	96	123	106	99	95	·	102	103	103
CCOC(=O)/C(C#N)=C/c1ccc(C#N)cc1	100	97	105	105	111	109	91	101	101
CCC(N)CO (centres undefined)	103	105	112	109	101	108	87	96	103
N#Cc1c(N)nnn1Cc1cc(=O)oc2ccc3ccccc3c12	82	99	92	87	84	101	80	88	94
Cc1c2ccccc2nc(CSc2ccccc2N)[n+]1[O-]	97	119	101	96	91	102	94	93	103
Nc1ccccc1/C=C/C(=O)O	93	106	109	105	106	102	107	97	103
COc1cc(C2C(C(=O)Nc3ccccc3)=C(C)Nc3nc4ccccc4n32)cc(OC)c1OC (centres undefined)	109	116	110	101	92	112	80	100	102
Nc1ccccc1O	95	88	99	99	98	102	82	100	86
CN(C)c1ccc(C(=O)c2ccc([N+](=O)[O-])cc2)cc1	105	103	107	93	103	103	91	100	104
CN(C)Cc1c(OC(=O)c2ccc(N)cc2)ccc2ccccc12	95	107	110	115	106	107	112	102	95
COc1ccc(CN(C2CCS(=O)(=O)C2)S(=O)(=O)c2ncsc2-c2ccccc2)cc1 (centres undefined)	100	·	108	104	99	102	95	106	101
Cc1cc2c(cc1Cl)C(=O)/C(=C/c1ccccc1)O2	-25*	27	25	74	15	75	-75*	0.8*	-20*
CC(C)C12NC(=O)NC(=O)N1CCS2 (centres undefined)	106	112	92	115	103	97	107	105	96
Cc1cc(C)c2c(c1)N1OC(C2)C[C@H]1c1cccc2ccccc12 (some centres undefined)	95	100	92	87	74	93	72	66	88
C/C=C\c1cc(OC)c2c(c1)C(C)C(c1ccc(O)c(OC)c1)O2 (centres undefined)	93	95	96	69	92	84	·	88	83
CC1=C2[C@@H](CC1)[C@]1(C)O[C@@](C3CCCCC3)(C[C@H]1OC(=O)CO)[C@H]2OC(=O)/C=C/c1ccccc1	5.2*	85	76	95	76	89	68	94	-2.4*
COCCOc1cnc2ccn([C@H](C)c3nnc4c(F)cc(-c5cnn(C)c5)cn34)c(=O)c2c1	87	102	76	59	69	32	88	51	91
O=S(=O)(Nc1ccc2[nH]ccc2c1)c1cc(C(F)(F)F)cc(C(F)(F)F)c1	97	110	105	92	100	102	90	101	98
CCCNc1ccc(S(=O)(=O)c2ccc(N)cc2)cc1	107	111	111	74	106	117	100	108	111
CCN1C(=O)N(CC)C2Nn3c(s/c(=C4\C(=O)Nc5ccccc54)c3=O)=NC21 (centres undefined)	44	11	24	71	79	66	15	49	73
Cc1cc(C)n(C(N)=NC(=O)c2ccc([N+](=O)[O-])cc2)n1	99	115	107	125	103	90	93	94	102
Nc1ncnc2c1c(-c1ccccc1)nn2CC(=O)N1CCCCC1	98	109	104	109	92	117	97	88	100
O=c1[nH]c(=O)c2nc3ccccc3nc2[nH]1	92	100	82	105	96	101	79	99	98
COc1nc2ccc(C)cc2cc1/C=C1/C=C(c2ccccc2)NC1=O	103	105	101	96	102	91	97	89	98
Continued:
SMILES	OVCAR-8	OVCAR-3	NCI-H460	NCI-H322M	NCI-H226	OVCAR-5	NCI-H522	NCI-H23	NCI/ADR-RES
Nc1nc(Cl)cc(Cl)n1	112	111	106	99	101	103	82	96	96
O=C(CCCCCCNC(=O)C(O)(O)C(F)(F)F)Nc1ccc(Cl)cc1	12	25	23	44	67	9.8*	-22*	24	25
O=C(N=c1n(-c2ccccc2)nc2n1CCN2C1=NCCN1)c1ccc(Cl)cc1	99	92	77	91	93	96	96	87	94
CCOP(=O)(OCC)C(NC(=O)CNC(=O)CN1C(=O)c2ccccc2C1=O)C(=O)NCc1ccccc1 (centres undefined)	106	103	103	104	103	99	93	103	104
NC(CS)C(=O)O (centres undefined)	100	109	109	101	94	103	96	100	104
C/C(=N/NC(N)=S)c1ccc(Nc2nc(SCCC(C)C)nc(-c3ccccc3)c2C#N)cc1	103	111	104	117	102	115	98	·	106
O=C1/C(=C/c2ccccc2[N+](=O)[O-])Oc2ccc(O)c(O)c21	25	35	61	81	83	49	-18*	33	38
c1ccc([I+]c2ccccc2)cc1	39	63	87	73	65	85	65	56	92
c1ccc2c(-c3nc(-c4cccc5ccccc45)c4ccccc4n3)cccc2c1	87	96	94	99	81	83	81	76	90
O=C(O)/C(=C\c1ccccc1[N+](=O)[O-])c1ccccc1	100	110	105	115	107	103	106	110	107
Cc1ccc(NC(=O)c2sc3nc4c(cc3c2N)C(=O)CCC4)c(Br)c1	99	102	102	103	100	105	104	102	103
NN1C(=O)CSC1=S	111	110	105	99	100	97	73	97	114
CCOC(=O)c1c(C(=O)OCC)c2cc(-c3ccn4c(C(=O)c5ccccc5)c(C(=O)OCC)c(C(=O)OCC)c4c3)ccn2c1C(=O)c1ccccc1	72	95	98	100	93	130	76	89	90
O=c1c2cc(F)ccc2sc2c(NCCNc3ccccn3)nc3ccccc3c12	104	106	113	106	92	99	85	105	107
O=C([O-])C1CCCCC1[I+]c1ccccc1 (centres undefined)	104	112	111	100	116	100	96	102	111
Cn1cc(-c2csc(-c3cn(CCOC(N)=O)c4ccccc34)n2)c2cccnc21	89	95	82	91	86	104	24	81	83
COc1ccc(S(=O)(=O)Nc2cc(/C=C\c3cc(OC)c(OC)c(OC)c3)cc(OC)c2OC)cc1	7.6*	3.4*	8.4*	27	35	47	-21*	36	11
Cc1c(C(=O)Nc2ccc(F)cc2)sc2c(=O)[nH]cnc12	100	116	106	98	103	125	69	104	101
Cc1nnc(SCc2nc3sc4c(c3c(=O)[nH]2)CCCC4)[nH]c1=O	115	115	117	131	108	123	94	119	116
CSc1nccc(-c2c(-c3ccc(N)cc3)nc3sccn23)n1	103	107	103	96	93	115	97	97	101
O=C(CSc1nc2ccccc2[nH]1)c1cc2ccccc2o1	103	111	106	94	93	106	90	91	100
O=c1sn(CCCl)c(=O)n1Cc1ccc(Cn2c(=O)sn(CCCl)c2=O)cc1	87	95	100	94	74	95	80	90	101
CC(=O)c1ccc(Sc2ccccc2)cc1	94	100	113	96	104	101	91	97	94
O=C(/C=C/c1cc(CN2CCOCC2)c(O)c2ncccc12)c1cc(CN2CCOCC2)c(O)c2ncccc12	15	24	9.3*	46	35	28	14	31	21
CCn1c(SCC(=O)c2ccc(C)cc2)nnc1-c1ccncc1	109	113	107	109	102	108	97	106	111
Next section.
SMILES	OVCAR-8	OVCAR-3	NCI-H460	NCI-H322M	NCI-H226	OVCAR-5	NCI-H522	NCI-H23	NCI/ADR-RES
CCOC(=O)C(Cc1ccccc1)P(=O)(OCC)OCC (centres undefined)	96	112	102	·	100	95	91	·	107
Cc1ccc(C(=O)C[n+]2ccc3ccccc3c2)c(O)c1	98	105	105	98	88	97	·	98	108
CCOC(=O)c1cnc2ccccc2c1Cl	100	106	93	122	99	98	92	97	105
O=C(CN1CCNCC1)N1CCCC1	101	114	116	102	96	99	98	95	107
O=c1cc(-n2nncc2Cn2c3ccccc3c3ccccc32)c2ccccc2[nH]1	96	100	96	104	·	96	92	97	103
COc1ccc(-c2nnc(SCC(=O)Nc3nc(-c4ccccc4)cs3)o2)cc1	95	97	98	93	79	93	89	89	99
O=C(Nc1cccc2cccnc12)c1cc(C(=O)c2ccc(Cl)cc2)n2ccccc12	69	96	82	95	74	96	69	80	80
CCN(CC)CCC(C(=O)O)(c1ccccc1)C1(O)CCCCCC1 (centres undefined)	106	109	104	97	103	102	91	108	101
Cc1ccc2c(c1)/C(=N/c1nc(-c3ccc(Cl)cc3)cs1)C(=O)N2	91	87	90	92	84	110	56	89	104
CCOC(=O)NC(C(=O)OCC)C(OCC)OCC (centres undefined)	91	121	113	96	102	103	85	100	97
CCCCC(O)Cn1ncc(C(=O)OCC)c1NC(=O)NCc1ccccc1C(F)(F)F (centres undefined)	99	108	103	105	·	105	88	98	99
O=C(c1nc2ccccc2[nH]1)C1C(c2ccc(C(F)(F)F)cc2)C2CSCN2[C@@]12C(=O)Nc1ccccc12 (some centres undefined)	99	88	67	91	79	96	88	82	86
O=C1c2ccccc2C(=O)N1CNc1ccc(Cl)cn1	103	106	115	100	104	114	99	106	103
CC1=C(SCCC(=O)N2CCNCCNCCNCC2)C(=O)c2ccccc2C1=O	94	89	100	111	104	117	126	82	100
O=C(/C=C/c1c[nH]c2ccc(Br)cc12)c1ccccc1	39	140	85	89	102	103	61	80	89
O=C(CN(c1ccc(F)cc1)S(=O)(=O)c1ccc(Cl)cc1)Nc1ccc(S(=O)(=O)N2CCC(N3CCCC3)CC2)cc1	76	105	99	92	85	85	59	87	96
COc1ccc(/C=N/NC(=O)Cn2c(C(C)C)nc3ccccc32)cc1	101	101	98	95	95	103	89	97	110
COc1cccc2nc(Nc3ccc(F)c(NC(=O)c4ccc(CN5CCN(C)CC5)c(C(F)(F)F)c4)c3)ccc12	31	-33*	-69*	33	17	73	-61*	-18*	-3.1*
C[C@]12CCC(=O)C=C1[C@@H](O)C[C@@H]1[C@@H]2[C@@H](O)C[C@@]2(C)[C@H]1CC[C@]2(O)C(=O)CO	103	98	101	99	98	89	99	109	100
COc1ccc(-c2nc3c(c(-c4ccccc4)nn3-c3ccccc3)c(-c3ccc(N4CCCCC4)cc3)c2C#N)cc1	96	110	99	100	90	102	89	93	99
CCCCC(CC)OC(=O)c1ccc(OC)cc1 (centres undefined)	96	106	106	108	98	94	61	96	100
O=C1CC(c2ccc3c(c2)OCO3)c2ncn(-c3ccc(Cl)cc3)c2N1 (centres undefined)	30	7.9*	14	52	70	71	-19*	41	14
CN(C)c1ccc(/C=N/Nc2nc(N/N=C/c3ccc(N(C)C)cc3)nc(N3CCOCC3)n2)cc1	99	109	17	100	93	110	99	99	100
CN(CCn1sc(=O)n(Cc2ccccc2)c1=O)Cc1ccc2c(Cl)cc(Cl)c(O)c2n1	33	19	20	41	62	61	81	50	6.8*
CCc1c(C(=O)N[C@H]2c3cc(Cl)ccc3CC[C@@H]2O)[nH]c(C)c1C(C)=O	94	112	110	94	94	105	84	92	90

Nothing new here: an excerpt of the list.
SMILES	OVCAR-8	OVCAR-3	NCI-H460	NCI-H322M	NCI-H226	OVCAR-5	NCI-H522	NCI-H23	NCI/ADR-RES
COc1cccc2nc(Nc3ccc(F)c(NC(=O)c4ccc(CN5CCN(C)CC5)c(C(F)(F)F)c4)c3)ccc12	31	-33*	-69*	33	17	73	-61*	-18*	-3.1*
C[C@]12CCC(=O)C=C1[C@@H](O)C[C@@H]1[C@@H]2[C@@H](O)C[C@@]2(C)[C@H]1CC[C@]2(O)C(=O)CO	103	98	101	99	98	89	99	109	100

Next structures follow.
SMILES	OVCAR-8	OVCAR-3	NCI-H460	NCI-H322M	NCI-H226	OVCAR-5	NCI-H522	NCI-H23	NCI/ADR-RES
Cc1ccc(C(OC(=O)C2CCc3cc(F)ccc3O2)C(=O)NC(C)(C)C)cc1 (centres undefined)	88	65	67	84	79	89	91	71	70
O=c1[nH]c(=O)c2ccccc2o1	97&100	112&116	108&113	95&97	96&107	85&105	96&88	89&100	92&108
C#CC#CC#CC#CC#CC#CC#CC#CCC1OCC(COC(=O)O[C@@H](C(=O)O[C@H]2C[C@@]3(O)[C@@H](OC(=O)c4ccccc4)[C@@H]4[C@]5(OC(C)=O)CO[C@@H]5C[C@H](O)[C@@]4(C)C(=O)[C@H](OC(C)=O)C(=C2C)C3(C)C)[C@@H](NC(=O)c2ccccc2)c2ccccc2)O1 (some centres undefined)	15	4.9*	5.9*	29	38	19	24	35	94
CCCCCc1c(-c2n[nH]c(C)c2CCCCC)n[nH]c1C	99	117	101	99	100	89	87	102	106
Clc1ccc(C2CC(c3cccc(Nc4ccnc5cc(Cl)ccc45)c3)=NN2c2ccc(Cl)cc2)cc1 (centres undefined)	88	108	90	98	96	101	104	91	·
CC(CC(CCC(CC(C)CC(C)(C)C)N(C)C)N(C)C)CC(C)(C)C (centres undefined)	106	91	104	114	102	86	·	88	88
Nc1cc(F)ccc1[N+](=O)[O-]	118	115	103	93	96	97	106	103	107
CCN(CC)CCN(Cc1ccccc1)C(=O)C1c2ccccc2Oc2ccccc21	107	87	100	·	95	86	86	88	82
Cc1ccc(C)c(N=NC(C#N)C#N)c1	108	115	106	103	106	83	91	99	105
CC(=O)OCC(=O)[C@H]1CC[C@H]2[C@@H]3CCC4=CC(=O)C=C[C@]4(C)[C@H]3CC[C@]12C	102	98	104	100	84	87	·	99	99
CC(=O)c1ccc(NNc2ccccc2)cc1	72	93	95	79	77	83	41	93	71
